M1AAP inhibition = P. falciparum M1AAP inhibitors, biochemical, fluorogenic H-Leu-NHMec substrate, 1536-well (AID 1445); recombinant M1AAP, H-Leu-NHMec fluorogenic kinetic assay; higher % means a stronger effect; Aminopeptidase N (Plasmodium falciparum (isolate 3D7)); inhibition, % at 30 µM, or IC50 in µM where a hit was titrated; actives 0.42% (n = 220,000);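 active = primary inhibition above the hit cutoff, then over 50% inhibition at one or more dose response concentrations, cut at about 23% in these data, passing the limit was not always enough; inconclusive = conflicting primary data, or primary hits not chosen for dose response; inactive = low primary inhibition, or under 50% at every dose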;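 note: plate controls were DMSO full reaction for no effect and no enzyme background for full effect; strong numbers were not always called active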
T cell HTS = modulators of CD8 T cell-vesicle binding, primary screen, mouse 2C CD8+ T cells, flow cytometry | 2C CD8+ T cell-vesicle binding; hits give low values | calls only at 7 µM | actives 0.068% (n = 330,000);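 active = response, share of CD8 T cells binding vesicles, and their 90th percentile fluorescence all below set limits, cut at about 80% in these data, passing the limit was not always enough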
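Material: 2C TCR transgenic mouse naive CD8+ T cells, MACS-purified. Also added: QL9-charged Drosophila Ld/ICAM-1/B7-1 vesicles. Timing: binding 1.5 h at 37 °C. Measured by: high-throughput flow cytometry with anti-B7-1 and anti-CD8 staining. Read-out: percent CD8+ FL2 mean versus row control. Controls: Unloaded micro-vesicles (low), QL9 vesicles with 0.7% DMSO (high).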
UTI89 phage lysis = inhibition of K1F phage lysis, E. coli UTI89, bacterial capsule biogenesis inhibitors, alamar blue (AID 488966); inhibition, % at 100 µM; hits with a dose series show IC50 in µM; E. coli UTI89 K1F phage lysis, alamar blue, 2 h; higher % means a stronger effect; actives 0.02% (n = 340,000);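 active = phage lysis inhibition, versus mean bacterial control, above a set limit; inconclusive = no clear call, values can overlap the other calls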;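 note: capsule biogenesis inhibitors block K1F phage lysis so surviving cells raise fluorescence; higher fluorescence means more inhibition of phage lysis; actives were called in the ten point dose series up to 300 µM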
West Nile antiviral = West Nile virus antiviral activity, cell-based, CPE readout (AID 1621) | actives 0.02% (n = 290,000) | West Nile virus-infected cells, CPE inhibition; higher % means a stronger effect | CPE inhibition, % at 10 µM, or IC50 in µM where a hit was titrated; in the data active = a potency from the dose series; inconclusive = CPE inhibition mostly from about 3.7% at the one dose, without a potency; inactive = the rest, 99 in 100 with CPE inhibition below about 2.2%; note: strong numbers were not always called active
P. falciparum M17LAP = P. falciparum M17LAP inhibitors, primary screen, biochemical, fluorogenic H-Leu-NHMec substrate, 1536-well (AID 1619); Leucine aminopeptidase (Plasmodium falciparum (isolate 3D7)); recombinant M17LAP, H-Leu-NHMec fluorogenic kinetic assay; higher % means a stronger effect; one-dose inhibition, % at 30 µM; IC50 in µM for titrated hits; actives 0.38% (n = 220,000);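 active = compound inhibiting the enzyme by more than half at any dose during confirmatory dose-response retesting; inconclusive = strong single-dose inhibitors picked by rank but not retested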;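 note: plate controls were full reaction with DMSO carrier for no effect and no enzyme background for full effect; strong numbers were not always called active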
RSV CPE inhibition = RSV antiviral activity via CPE protection, HEp-2 cells, primary 10 µM value included (AID 2391); HEp-2 cells, RSV-induced CPE inhibition; higher % means a stronger effect; one-dose CPE inhibition, % at 10 µM; IC50 in µM for titrated hits; actives 0.13% (n = 310,000); in the data active = a potency from the dose series; inconclusive = CPE inhibition mostly from about 23% at the one dose, without a potency; inactive = the rest, 99 in 100 with CPE inhibition below about 21%; note: strong numbers were not always called active
PMI inhibition = human PMI inhibitors, high substrate, primary screen, biochemical, fluorescence intensity, high mannose 6-phosphate (AID 1220); recombinant PMI enzyme, coupled fluorescence intensity; higher % means a stronger effect; inhibition, % at 20 µM, or IC50 in µM where a hit was titrated; actives 0.66% (n = 190,000)
human PMI inhibition = inhibitors of human PMI, primary screen, biochemical, fluorescence intensity, coupled assay (AID 1209). Mannose-6-phosphate isomerase (Homo sapiens). purified PMI enzyme, coupled fluorescence intensity; higher % means a stronger effect. one-dose inhibition, % at 20 µM; IC50 in µM for titrated hits. actives 0.42% (n = 190,000);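 note: plate controls were DMSO vehicle for no effect and wells lacking substrate for full effect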
TNAP activators = human TNAP enzyme activators, primary screen, biochemical, luminescent, no phosphate acceptor, uHTS (AID 1001); Alkaline phosphatase, tissue-nonspecific isozyme (Homo sapiens); purified TNAP, luminescent activation assay, no phosphate acceptor; higher activation fold means a stronger effect; activation fold at 20 µM, or EC50 in µM where a hit was titrated; actives 0.03% (n = 200,000); in the data active = activation fold from about 3, or a potency from the dose series; inactive = the rest, 99 in 100 with activation fold below about 1.6; note: many of its hits are not listed in these tables
T cell HTS vesicle-bound % = also measured in T cell HTS; calls as there; double positive events, %; measured here: CD8+ vesicle-bound cell fraction;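 binding gate set so that unloaded-vesicle control wells show 10% double positive cells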
Starred values were filed as active, the others as inactive; i = inactive; ? = inconclusive; . = not tested or not shown. Cut-off read from the data, not from the text of the source, unless noted: active = inhibition above about 50%; inactive = the rest. Outcome played no part in choosing rows. Share with any hit: about 1.5%.

Start of the listing, in advance (two entries):
SMILES | TNAP activators | T cell HTS | West Nile antiviral | UTI89 phage lysis | M1AAP inhibition | P. falciparum M17LAP | PMI inhibition | RSV CPE inhibition | human PMI inhibition | T cell HTS vesicle-bound %
CCn1cc(C(=O)N(C)Cc2ccc(OC(F)F)cc2)c(=O)c2ccc(C)nc21 | . | i | -1.1% | 0.1% | . | . | . | 4.1% | . | 9.1
O=C(Nc1nc2ccccc2[nH]1)C1CCCO1 (stereo not drawn) | 1 | i | 0.0% | 2.3% | 6.8% | 4.2% | -0.1% | 6.0% | -10.3% | 8.3

This part in full, from the first entry:
SMILES | TNAP activators | T cell HTS | West Nile antiviral | UTI89 phage lysis | M1AAP inhibition | P. falciparum M17LAP | PMI inhibition | RSV CPE inhibition | human PMI inhibition | T cell HTS vesicle-bound %
CCn1cc(C(=O)N(C)Cc2ccc(OC(F)F)cc2)c(=O)c2ccc(C)nc21 | . | i | -1.1% | 0.1% | . | . | . | 4.1% | . | 9.1
O=C(Nc1nc2ccccc2[nH]1)C1CCCO1 (stereo not drawn) | 1 | i | 0.0% | 2.3% | 6.8% | 4.2% | -0.1% | 6.0% | -10.3% | 8.3
CCOc1cc(N2CCOCC2)c(OCC)cc1NC(=O)[C@H](C)NC(=O)c1ccco1 | . | i | -0.1% | 1.2% | . | . | . | 0.8% | . | 41.7
CCCn1c(-c2ccc[nH]c2=O)nc2cc(C)c(C)cc21 | 1.1 | i | -0.8% | 1.3% | 23.8µM* | 24.3% | 1.3% | 1.0% | 11.3% | 50.6
CSc1ncccc1C(=O)OCC(=O)N(C)C1CCS(=O)(=O)C1 (stereo not drawn) | 1.1 | i | 1.0% | 0.3% | -0.8% | -7.0% | -2.2% | -0.9% | 2.1% | 20.0
CCC(C)(C)NC(=O)C(c1ccc(C)o1)N(Cc1ccc2c(c1)OCO2)C(=O)c1snc(C(N)=O)c1N (stereo not drawn) | . | i | -0.5% | 0.1% | . | . | . | 0.9% | . | 43.3
CCCCCC(=O)Nc1ccc(Cc2ccncc2)cc1 | 1.1 | i | 0.5% | 2.0% | -4.3% | 16.9% | -5.5% | 3.2% | -2.3% | 56.9
COc1cc(NC(=O)CCN2CC(C)OC(C)C2)cc(OC)c1 (stereo not drawn) | . | i | 0.0% | 0.1% | . | . | . | -0.8% | . | 54.2
CCc1nc(SCC(=O)Nc2ccccc2)c2c(=O)n(C)c(=O)n(C)c2n1 | . | i | -0.1% | 0.0% | . | . | . | 1.3% | . | 22.9
CN(C(=O)c1ccc(C#N)cc1)c1nnc(-c2ccccn2)s1 | 1.1 | . | -0.1% | 0.2% | 1.9% | 0.8% | 5.6% | . | 6.7% | .
CCCCC(CC)CNC(=O)CCS(=O)(=O)c1cccc2nsnc12 (stereo not drawn) | 1 | i | -0.3% | 0.1% | 1.7% | -8.7% | 7.2% | 1.6% | 17.2% | 32.2
CC1CCN(Cc2ccc(NC(=O)CC3Oc4ccccc4NC3=O)cc2)CC1 (stereo not drawn) | 1.1 | i | -0.5% | 1.9% | 0.6% | -5.3% | 20.3% | 0.8% | 11.1% | 37.4
Cc1c(-c2ccc(Cl)cc2)[n+](=O)c(-c2ccccc2)cn1[O-] | . | i | -0.9% | . | 0.8% | 8.6% | . | . | . | 25.2
COc1ccc(C(=O)C2CCN(S(=O)(=O)c3ccc4c(c3)OCCO4)CC2)cc1 | 1 | i | -0.3% | 9.5% | 8.1% | 1.9% | 3.7% | 0.7% | 10.4% | 14.4
Nc1ccn(-c2ccccc2)c(=O)c1 | 1.1 | i | 0.3% | 2.5% | 0.7% | 12.9% | 8.5% | 1.6% | 6.2% | 20.4
Cc1cc(C)c2nc(N3CCCC(C(=O)N4CCC(C(N)=O)CC4)C3)sc2c1 (stereo not drawn) | 1.2 | i | -0.7% | 1.5% | 1.8% | 1.4% | -4.9% | 2.0% | 1.3% | 38.4
CC(Oc1ccccc1)C(=O)OCC(=O)NC(=O)NCc1ccco1 (stereo not drawn) | 1.2 | i | 0.3% | 1.5% | 9.2% | -2.0% | 7.3% | 0.6% | -2.9% | 17.3
CC1=NNC(=O)c2ccccc2O1 | 1.1 | i | 0.3% | 0.4% | 1.7% | 0.7% | 8.6% | 2.7% | 3.8% | 35.7
CCCCCC/C(=N/O)c1ccccn1 | 0.9 | i | ? | i | 9.6% | 1.1% | -17.4% | 12.8% | -12.2% | 44.8
CCOCCN(C(=O)c1ccccc1Cl)c1ccccc1 | . | i | 0.3% | -0.6% | 6.3% | 0.5% | . | -1.8% | . | 22.2
Cc1c(Cl)cccc1NC(=S)NCCN1CCOCC1 | 1 | i | 0.0% | 1.0% | 2.6% | -4.5% | -3.9% | 1.3% | 5.0% | 47.8
COc1ccc(CCN2C(=O)N(c3ccc(OC)cc3)C(=O)C2CC(=O)Nc2ccc(OC)cc2)cc1 (stereo not drawn) | . | i | -0.4% | 0.2% | -3.0% | -9.1% | . | 2.5% | . | 16.0
CCOCC(=O)Nc1c(C(=O)OCC)oc2ccccc12 | 1.1 | i | 0.9% | 1.2% | 10.7% | -5.8% | -3.9% | 1.5% | -1.1% | 35.8
Cc1ccccc1-n1nc2c(c1NC(=O)COc1ccc(Cl)cc1)CS(=O)C2 (stereo not drawn) | 1.1 | i | 0.8% | 0.2% | 8.0% | -1.1% | -8.6% | 2.3% | -16.2% | 44.8
CCOC(=O)C1CCN(Cc2cccc(OCc3ccccc3)c2)CC1 | . | i | -1.0% | -0.4% | . | . | . | -0.2% | . | 56.6
O=C(CCNc1n[nH]c(=O)[nH]c1=O)N/N=C\c1ccc(Br)cc1 | . | i | 0.3% | 0.2% | 11.0% | -0.2% | . | 0.9% | . | 30.6
CN(C)S(=O)(=O)N1CCc2ccccc21 | 1.1 | i | -0.2% | 1.7% | -1.1% | 12.5% | 4.7% | 1.3% | 7.6% | 41.3
Brc1ccc(-c2nnc3n2C2(CCCC2)Cc2ccccc2-3)o1 | 1.1 | i | 0.1% | 0.0% | 2.6% | -5.5% | -5.7% | 6.7% | 6.8% | 6.3
Cc1cccc(NC(=O)Cn2cc(C(=O)C3CC3)c3ccccc32)c1C | . | i | -0.3% | -0.1% | . | . | . | 1.2% | . | 2.4
COc1cccc(C2C3=C(CC(C)(C)CC3=O)OC(N)=C2[N+](=O)[O-])c1 (stereo not drawn) | 1 | i | 0.9% | -0.1% | -3.4% | 0.5% | 3.0% | 1.3% | 0.6% | 9.1
Cn1ncc(Cl)c1C(=O)N1CCN(C23CC4CC(CC(C4)C2)C3)CC1 | . | i | -1.0% | 0.2% | . | . | . | 0.3% | . | 67.0
CC(=O)c1ccc(N2CCN(C(=S)Nc3cccc(Cl)c3)CC2)cc1 | 1 | i | -1.4% | 0.9% | 2.8% | 22.9% | -12.2% | 2.5% | -7.4% | 9.2
Cc1ccc(S(=O)(=O)NCc2ccc(C(=O)NCCc3ccc(S(N)(=O)=O)cc3)cc2)cc1 | . | i | 0.7% | -0.1% | . | . | . | 0.0% | . | 11.0
CC(=O)Oc1ccc2oc(=O)c3c(c2c1)CCCN3C(=O)CN1CCOCC1 | 1.1 | i | 1.7% | -1.6% | 2.8% | 26.2% | -7.8% | 0.0% | -1.1% | 22.1
COc1ccc2oc(C(=O)N3CCc4ccccc43)c(C)c2c1 | . | i | -0.2% | 0.1% | . | . | . | 15.6% | . | 67.2
O=C(Nc1ccc(CN2CCOCC2)cc1)c1cc2ccccc2o1 | 1 | i | -0.8% | 0.5% | 7.1% | 3.6% | 4.8% | 0.2% | 7.6% | 44.9
CC(C)(C)NC(=O)C(=O)NN=C1CCCCCC1 | 1.1 | i | -0.8% | 0.2% | 2.0% | -6.7% | 8.2% | 1.6% | 6.9% | 23.3
CCC(C)(C)C(=O)Nc1ncc(S(=O)(=O)c2ccc([N+](=O)[O-])cc2)s1 | 1.1 | i | -0.5% | -1.2% | -35.0% | 6.6% | 7.7% | ? | 9.6% | 29.3
Cc1cc(Sc2nccn2C)ncc1[N+](=O)[O-] | 1 | i | 1.1% | 0.4% | 0.1% | 32.1% | -11.1% | 2.2% | -4.6% | 23.8
O=[N+]([O-])c1cccnc1Oc1ccc(C2SCCS2)cc1 | . | i | -0.2% | -0.1% | 3.3% | -6.2% | . | 1.4% | . | 14.9
O=C(Nc1ccccc1)c1cccc(S(=O)(=O)N2CCCCC2)c1 | 1 | i | 0.2% | -0.5% | 6.4% | -5.9% | -2.8% | 8.1% | -9.7% | 55.8
COc1cc(CNCCCN2CCOCC2)cc(Br)c1OCC(=O)N1CCCCC1 | 1.1 | i | -0.3% | 4.4% | -5.4% | 6.8% | -6.0% | -1.5% | 0.9% | 28.5
Cc1cc2ncn(-c3ncnc4sc(C)c(C)c34)c2cc1C | 1.1 | i | -0.2% | 0.0% | ? | 1.8% | -3.3% | 7.6% | -5.7% | 35.1
Cc1ccsc1C(=O)NCc1ccc(F)cc1 | . | i | -1.1% | 0.7% | . | . | . | 1.6% | . | 9.1
Cc1cccc(OCC(O)CN2CCOCC2)c1 (stereo not drawn) | . | i | -0.8% | 0.2% | . | . | . | 0.0% | . | 54.5
CCOC(=O)/C=C/COc1ccccc1[N+](=O)[O-] | 1.1 | i | -0.8% | 0.6% | 9.1% | 5.4% | 12.8% | -0.4% | 9.8% | 61.2
CCCc1cc(=O)oc2cc(C)cc(OCC(=O)Nc3cccnc3)c12 | . | i | 0.3% | 0.1% | . | . | . | -0.9% | . | 14.9
O=C(NCC1CCCO1)c1onc(CSc2ccc(F)c(F)c2)c1C(=O)O (stereo not drawn) | 1.1 | . | -0.1% | 2.2% | 1.3% | 46.9% | -4.7% | 1.1% | 1.5% | .
N#Cc1ccc(COC(=O)CC(NC(N)=O)c2ccc(Cl)cc2)cc1 (stereo not drawn) | . | i | 0.3% | 0.2% | . | . | . | 2.7% | . | 20.5
O=S(=O)(/N=C(/Nc1cccc2ccccc12)c1ccc(F)cc1)c1ccccc1 | . | i | 0.3% | 1.3% | . | . | . | 0.6% | . | 34.7
